HTR5A inv ctr: HTR5A inverse agonism, opioid heterodimer counter-screen. HTR5A cell line, luminescence. 340,000 compounds, 0.083% hits. P47898. inhibition, % at 9.3 µM; in the data active means inhibition mostly above about 23%, no sharp cut-off; inactive means mostly below about 18%;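 further: 0% = cells with DMSO and 100% = no-cell wells with DMSO; some compounds called inactive have numbers as strong as hits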
OPRM1-OPRD1 ag: agonists of human mu-delta opioid receptor heterodimerization; P35372+P41143; cells, OPRM1-OPRD1 heterodimerization, luminescence; activation, % at 9.3 µM; 340,000 compounds, 0.3% hits; in the data active means activation above about 18%;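 further: 0% = vehicle-treated cells and 100% = reference agonist; values of inactives mirror those of a sister screen read the other way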
HTR5A ag ctr: HTR5A agonism, opioid heterodimer counter-screen | P47898 | HTR5A agonist assay, luminescence, cell-based | activation, % at 9.3 µM | 340,000 compounds, 0.61% hits; in the data active means activation mostly above about 9.5%, no sharp cut-off; inactive means mostly below about 7.6%;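 further: 0% = cells with vehicle only and 100% = reference agonist; strong numbers were not always called active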
DAGLB inh: blocks human DAGLB lipase activity; inhibition, % at 5.17 µM; 340,000 compounds, 0.059% hits; HEK293T DAGLB membrane lysate, EnzChek fluorogenic substrate; in the data active means inhibition above about 34%;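 further: 0% = enzyme with vehicle and 100% = wells lacking enzyme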
PKA-R2B act: activates the human PKA-R2B holoenzyme complex; activation, % at 11.4 µM; PKA-R2B holoenzyme dissociation, Cy5-IP20 fluorescence polarization; R2B truncated from residue 108, S112A mutant; 0% DMSO only, 100% 113 µM cGMP; 340,000 compounds, 0.079% hits; AID 504700;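 active means activation above a cutoff set at the mean over all compounds plus 3 SD, cut at about 18% in these data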;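 further: higher means more holoenzyme dissociation and a rise in polarization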
Pemphigus Ab inh: human desmoglein-3 autoantibody binding inhibition | P32926 | DSG3-coupled beads, scFv-anti-DSG3-GFP binding, flow cytometry; active compounds read low | binding (percent of control), % at 10 µM | 310,000 compounds, 0.48% hits | AID 588358;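 active means binding more than 3 SD below its plate's average and above zero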;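 further: hits lower antibody fragment binding to DSG3; some compounds called inactive have numbers as strong as hits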
Target sequence (P32926 whole entry, looked up, the tested form may be a part): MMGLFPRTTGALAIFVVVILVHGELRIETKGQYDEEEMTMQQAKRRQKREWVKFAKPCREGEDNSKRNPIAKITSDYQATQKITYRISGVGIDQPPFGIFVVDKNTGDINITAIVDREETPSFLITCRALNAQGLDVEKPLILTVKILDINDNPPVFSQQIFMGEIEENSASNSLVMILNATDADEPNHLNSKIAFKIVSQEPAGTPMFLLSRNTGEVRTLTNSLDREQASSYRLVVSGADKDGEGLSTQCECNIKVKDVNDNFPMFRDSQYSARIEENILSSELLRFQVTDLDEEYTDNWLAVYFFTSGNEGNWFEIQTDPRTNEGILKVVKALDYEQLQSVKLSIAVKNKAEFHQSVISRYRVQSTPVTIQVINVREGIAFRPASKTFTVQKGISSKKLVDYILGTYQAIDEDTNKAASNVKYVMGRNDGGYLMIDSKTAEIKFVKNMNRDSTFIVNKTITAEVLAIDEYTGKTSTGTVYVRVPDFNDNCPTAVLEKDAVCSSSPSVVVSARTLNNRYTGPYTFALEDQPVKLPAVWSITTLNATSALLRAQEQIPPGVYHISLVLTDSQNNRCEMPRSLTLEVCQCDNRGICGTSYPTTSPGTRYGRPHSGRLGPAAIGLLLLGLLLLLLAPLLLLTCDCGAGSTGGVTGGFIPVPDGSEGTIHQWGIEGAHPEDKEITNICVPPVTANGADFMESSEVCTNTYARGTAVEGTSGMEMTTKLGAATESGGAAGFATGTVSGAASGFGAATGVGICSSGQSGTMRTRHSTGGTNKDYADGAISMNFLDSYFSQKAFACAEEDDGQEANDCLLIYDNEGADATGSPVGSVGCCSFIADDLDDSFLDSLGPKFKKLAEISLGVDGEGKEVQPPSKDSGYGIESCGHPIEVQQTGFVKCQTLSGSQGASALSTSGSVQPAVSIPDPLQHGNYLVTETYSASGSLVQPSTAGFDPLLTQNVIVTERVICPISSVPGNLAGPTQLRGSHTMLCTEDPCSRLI
OPRM1-OPRD1 inv: mu-delta opioid heterodimer inverse agonism | 340,000 compounds, 0.21% hits | AID 504357 | cell-based MOR-DOR heterodimer luminescence | P35372+P41143 | inhibition, % at 9.3 µM; in the data active means inhibition above about 22%, passing the limit was not always enough;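 further: 0% = cells with DMSO and 100% = wells without cells with DMSO; values of inactives mirror those of a sister screen read the other way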
Arrestin-AP2 inh: human beta-arrestin and AP2 interaction inhibition; inhibition, % at 10 µM; 340,000 compounds, 0.31% hits; AID 504490; FITC-arrestin peptide / GST-AP2 beads, flow cytometry; AP2 beta2 appendage carries R879A mutation;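 active means inhibition above a set limit, near 3 SD of compounds lacking own fluorescence, cut at about 54% in these data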;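 further: plate controls were DMSO wells for no effect and 5 µM unlabelled arrestin peptide for full effect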
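System: GST-AP2 R879A glutathione beads | Also added: FITC-arrestin peptide, 50 nM | Times: 12 min plus 1 h, RT | Signal: Bead flow cytometry, FITC channel | Buffer or medium: PBS with 0.05% Tween 20 and 0.1% BSA | Read-out basis: Percent drop in bead-associated FITC signal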
V-ATPase pH: regulators of yeast V-ATPase proton transport. S. cerevisiae, pHLuorin cytosolic pH fluorescence. response, % at 10 µM. 350,000 compounds, 0.37% hits; in the data active means response mostly above about 7.3%, no sharp cut-off; inactive means mostly below about 5.4%; further: actives read high; inactives centre near 0; some compounds called inactive have numbers as strong as hits; reference of the scale not given here
PKA-R1A act: activates the PKA-R1A holoenzyme complex | P00514+P68181 | PKA-R1A dissociation, Cy5-IP20 fluorescence polarization; scaled: DMSO 0%, 113 µM cGMP 100% | activation, % at 11.4 µM | 340,000 compounds, 0.083% hits | AID 504707;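 active means percent activation above the mean of all tested compounds plus 3 SD, cut at about 19% in these data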;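 further: higher means more PKAc released from R1A so a rise in polarization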
Numbers without * were called inactive; . = no result given.

Values run as follows: PKA-R2B act	PKA-R1A act	DAGLB inh	OPRM1-OPRD1 inv	Pemphigus Ab inh	HTR5A ag ctr	Arrestin-AP2 inh	HTR5A inv ctr	OPRM1-OPRD1 ag	V-ATPase pH
COc1ccc(S(=O)(=O)NCc2ccco2)cc1-c1nnc2c3ccccc3c(C)nn12
 : -2.3	-4.2	-1.5	14.4	101.0	-3.4	2.3	0.5	-2.7	-1.7
Cc1c(Cl)cccc1NC(=O)NCc1ccc(C)n1C
 : -6.1	-5.6	-2.0	8.6	98.2	0.3	-3.5	-1.2	-1.7	1.6
CCn1cc(CN2CCC(C(=O)Nc3ccc(Oc4ccccc4)nc3)CC2)cn1
 : 2.7	-10.1	-1.1	8.6	102.7	-7.0	16.0	16.9	-1.7	1.9
Cc1[nH]c(=O)[nH]c(=O)c1CSc1nnc([C@@H](NC(=O)OC(C)(C)C)C(C)C)o1
 : 0.0	-4.8	-1.9	13.7	104.9	0.1	10.6	-0.2	-2.4	3.1
CCS(=O)(=O)Nc1cccc(C2=NN(S(C)(=O)=O)C(c3cccs3)C2)c1 (stereo not drawn)
 : 3.9	4.5	-0.6	9.9	116.2	-1.8	12.9	19.2	-1.9	1.3
O=C(Cc1ccc(Cl)c(Cl)c1)NC1CCCCCC1
 : -8.6	1.6	-5.2	-19.2	117.9	-0.5	13.2	-3.0	2.3	-0.3
CO[C@H]1[C@@H]2C=CO[C@@H](O[C@H]3O[C@@H](CO)[C@H](O)[C@@H](O)[C@@H]3O)[C@@H]2[C@@]2(CO)O[C@@H]12
 : 3.2	-6.6	-3.3	8.6	100.9	4.8	-8.3	9.1	-1.6	-1.1
COC(=O)C1=CN(Cc2ccc(OC)cc2)C=C(C(=O)OC)C1c1ccc(O)c(OC)c1
 : -2.3	-0.1	0.8	12.4	113.1	3.6	27.9	-13.6	-2.5	1.7
O=[N+]([O-])c1ccc(Sc2cccc3cccnc23)c2cccnc12
 : -2.8	-8.8	0.4	-2.4	94.1	-3.1	13.7	-18.6	0.5	0.5
COc1ccc(CCNC(=O)COC(=O)Cn2cnc3c2c(=O)n(C)c(=O)n3C)cc1
 : -11.9	1.8	1.9	10.6	94.3	3.8	-4.8	22.6	-2.7	-1.6
Cn1c2ccccc2c(=O)c2c(O)cccc21
 : -9.2	-19.2	0.4	3.2	95.3	-3.6	10.1	6.2	-0.6	5.6
C=CCN1CCN(c2ccncc2S(=O)(=O)N2CCCCC2)CC1
 : 2.0	2.8	-1.0	11.9	.	2.4	1.6	-8.8	-2.1	1.7
O=C(NNc1nc2ccc(F)cc2s1)c1cccc(F)c1
 : 6.3	-6.7	1.2	-11.9	93.4	7.7	-13.5	-22.1	2.3	0.2
Cc1ccc2c(c1)N(CCC(=O)NCCCN1CCCC1)C(=O)CO2
 : -7.7	-3.3	0.9	10.6	.	-3.4	-1.7	-3.0	-1.7	-1.5
COc1cccc(N2CCN(C(=O)c3cc(-c4ccc(F)cc4)[nH]c3C)CC2)c1
 : 7.0	-0.7	2.0	3.5	.	5.7	-5.8	-20.1	-0.8	0.9
CCOC(=O)c1ccc(N/C=C2/CCCC(C)C2=O)cc1 (stereo not drawn)
 : 2.1	-5.6	1.3	7.5	107.1	-1.2	-0.6	9.9	-1.3	-1.1
CNc1nnc(CSc2nc(C)cc(C)n2)s1
 : -3.0	-12.2	-3.4	17.2	107.7	-7.2	5.3	17.1	-4.2	-1.4
COC(=O)c1cc2ccsc2n1Cc1nc(-c2ccc(Cl)cc2)oc1C
 : -11.9	-16.7	-2.3	-6.6	99.9	12.1	3.3	-31.2	1.2	-0.7
Cc1nn(C(C)C(=O)NC2CCC(C)CC2)c(=O)c2nn(-c3ccccc3)c(C)c12 (stereo not drawn)
 : 14.7	-13.8	2.4	3.7	103.6	4.4	0.4	-17.7	-0.7	2.4
COc1cc([C@@H]2CC=C(C(=O)O)[C@H](c3ccc(C)cc3)N2S(=O)(=O)c2ccc(C)cc2)cc(OC)c1OC
 : 2.7	3.6	-0.8	14.7	94.4	2.3	-4.7	-8.8	-3.2	0.3
COCCN(C(=S)Nc1ccccc1C)C(C)c1cccnc1 (stereo not drawn)
 : -4.7	-20.8	0.1	8.6	100.0	-5.1	6.6	17.6	-1.6	1.6
COc1cccc2ccc(CC(O)(c3ccccc3)c3ccccc3)nc12
 : 4.8	0.8	-5.0	.	108.5	.	.	.	.	4.2
CC(C)(C)c1ccc(C(=O)Nc2cccc(S(=O)(=O)NC3=NCCC3)c2)cc1
 : 5.4	6.2	2.8	1.0	102.9	1.7	-2.2	-4.3	-0.2	3.1
COc1ccc(C(=O)NC2CCc3ccccc32)cc1OC1CCN(C(C)=O)CC1 (stereo not drawn)
 : -9.3	-3.3	0.8	7.9	104.4	2.0	3.0	17.8	-1.5	-1.6
O=C(c1ccc(N2CCCC2)c([N+](=O)[O-])c1)N1CCN(S(=O)(=O)c2ccc(Cl)cc2)CC1
 : -13.3	-5.8	7.9	0.6	92.4	4.8	12.8	2.2	-0.1	-2.0
CC(=O)NC(=S)Nc1ccc(NC(=S)NC(=O)/C=C/c2ccco2)cc1
 : -13.7	-16.6	1.9	-0.2	.	3.7	26.9	-9.5	0.0	-2.8
Cc1ccc(C(=O)COC(=O)CNC(=O)C(c2ccccc2)c2ccccc2)cc1[N+](=O)[O-]
 : -15.1	-3.8	-4.3	66.3*	96.0	-4.6	0.0	16.1	-11.8	0.0
FC(F)Sc1nc(-c2ccccc2)c(-c2ccccc2)n1C(F)F
 : 4.9	-6.1	-8.3	-23.1	90.9	8.2	4.0	18.9	4.6	0.2
CC1CCc2sc(C(=O)N/N=C/C3CCCCC3)cc2C1 (stereo not drawn)
 : -1.0	-1.3	-11.7	-4.2	84.6	-1.2	2.3	6.5	0.8	-1.2
CCS(=O)(=O)N1CCC(C(=O)N2CCN(c3ccccc3)CC2)CC1
 : 1.5	8.1	-2.5	4.4	105.0	7.8	1.2	-20.5	-0.7	-0.9

Looked up by structure from the entries so far (2):
Values run as follows: PKA-R2B act	PKA-R1A act	DAGLB inh	OPRM1-OPRD1 inv	Pemphigus Ab inh	HTR5A ag ctr	Arrestin-AP2 inh	HTR5A inv ctr	OPRM1-OPRD1 ag	V-ATPase pH
FC(F)Sc1nc(-c2ccccc2)c(-c2ccccc2)n1C(F)F
 : 4.9	-6.1	-8.3	-23.1	90.9	8.2	4.0	18.9	4.6	0.2
COc1ccc(S(=O)(=O)NCc2ccco2)cc1-c1nnc2c3ccccc3c(C)nn12
 : -2.3	-4.2	-1.5	14.4	101.0	-3.4	2.3	0.5	-2.7	-1.7

Other compounds follow.
Values run as follows: PKA-R2B act	PKA-R1A act	DAGLB inh	OPRM1-OPRD1 inv	Pemphigus Ab inh	HTR5A ag ctr	Arrestin-AP2 inh	HTR5A inv ctr	OPRM1-OPRD1 ag	V-ATPase pH
FC(F)(F)c1ccc(Oc2ccc3c(C(F)(F)F)cc(C(F)(F)F)nc3n2)cc1
 : 9.0	9.2	0.7	2.3	105.0	-1.9	27.8	4.6	-0.5	0.2
CC(NCC(=O)Nc1ccccc1C(=O)NC1CC1)c1ccco1 (stereo not drawn)
 : 8.8	0.5	2.1	9.4	89.4	9.2	31.2	-18.8	-1.5	0.4
CCC(C)c1ccc(C2C3=C(Nc4nc(N)[nH]c(=O)c42)c2ccccc2C3=O)cc1 (stereo not drawn)
 : -6.7	1.9	28.8	6.1	86.6	2.3	21.8	-25.0	-1.2	1.7
CCOC(=O)C(=O)N1CCN(c2ccccc2OC)CC1
 : 0.8	-2.1	0.8	-7.6	104.5	-0.7	4.2	46.3	1.6	2.9
CCc1ccc(C(=O)Nc2cc(C)ccc2F)s1
 : -0.2	-2.0	-1.8	11.9	112.7	-3.1	-12.1	8.6	-2.4	9.3
O=C(CN1C(=O)NC2(CCCC2)C1=O)OCCOc1ccccc1
 : -7.3	4.7	0.3	19.2	106.5	-1.4	2.8	1.5	-5.8	-0.5
O=C1NC(=O)N(C2CCCCC2)CC1Br (stereo not drawn)
 : -6.8	-8.3	0.5	7.2	116.1	0.6	15.6	-2.4	-1.4	-0.8
Cc1ccc(S(=O)(=O)c2ccc(Cl)cc2)cc1S(=O)(=O)NC(C(=O)O)C(C)C (stereo not drawn)
 : -3.9	-9.1	-0.3	19.2	97.6	-0.3	12.8	-6.1	-3.8	-3.1
c1cc(-c2nnn(CCOCCn3nnc(-c4ccncc4)n3)n2)ccn1
 : 5.1	9.8	1.0	11.2	96.3	-3.0	3.0	11.2	-2.2	-0.5
O=C1COc2ccc(-c3csc(NCC4CCCO4)n3)cc2N1 (stereo not drawn)
 : -1.8	-9.6	0.1	7.6	94.6	5.3	-0.6	-18.8	-1.4	-1.9
O=C(O)CCC(=O)Nc1ccc2c(c1)oc1ccccc12
 : 4.5	-9.8	0.1	5.9	98.8	7.9	20.9	-25.6	-1.1	-3.6
COCCNC(=O)CSc1cc(=O)n(C)c2cc(Cl)ccc12
 : -6.4	-7.5	-0.3	-5.8	111.2	-5.4	.	15.2	1.2	0.4
Cc1cc(C)nc(NC2=NCCN2C(=S)Nc2ccc(C)c(C)c2)n1
 : -7.1	-16.6	-4.5	9.6	.	10.7	8.8	7.2	-1.9	7.7
COCCCN1CN(S(=O)(=O)c2ccc(Cl)cc2)c2nc3ccccc3nc21
 : -10.6	-3.9	-1.0	-4.1	105.0	-1.7	-0.9	4.3	0.7	0.3
N#C/C(=C/c1ccccc1[N+](=O)[O-])c1nc(C2CC2)cs1
 : -8.5	-8.7	-4.2	-15.8	.	-2.3	6.7	-8.3	3.1	-4.2
Cc1ccc(CNC(=O)CCS(=O)(=O)c2ccc3c(c2)NC(=O)C(C)S3)cc1 (stereo not drawn)
 : 3.2	-6.1	-0.7	5.5	.	1.6	-2.4	-6.1	-1.1	-4.3
CN(Cc1ccco1)C(=O)C1CCCN(c2ncnc3c2nc2n3CCCCC2)C1 (stereo not drawn)
 : -0.7	-13.4	-1.8	10.8	95.9	1.1	-17.7	-4.5	-2.0	5.5
CCN(CC)S(=O)(=O)c1ccc(NCCc2ccccn2)nc1
 : -3.4	-6.1	-0.4	5.1	100.5	-5.0	-13.0	12.2	-0.9	-1.5
CC(C)(C)NCC(O)(c1ccc(Cl)cc1)c1ccc(Cl)cc1
 : -8.0	-15.2	-1.4	-8.4	98.8	0.4	7.9	-1.0	1.7	-2.2
CCOC(=O)C1Nc2c(F)cc(C)cc2C2c3ccccc3CC12 (stereo not drawn)
 : -14.1	4.4	-11.8	-49.6	103.2	1.9	5.6	2.1	9.2	-1.0
COc1ccc(-c2noc(=O)n2Cc2ccc(C#N)cc2)cc1
 : -1.4	-3.7	-0.7	3.2	104.2	-0.9	3.6	3.4	-0.7	-1.3
CCOc1c(Br)cc(/C=C2\N=C(C)OC2=O)cc1Br
 : 6.6	-6.1	6.4	11.0	105.3	-0.3	6.4	1.3	-2.3	-0.3
CCN1CCCC1CNC(=O)C(=O)Nc1cccc(OC)c1 (stereo not drawn)
 : -9.9	-4.5	-1.8	13.8	99.4	-2.2	-5.2	5.9	-2.3	0.3
CCn1c(C)nc2cc(C(N)=O)ccc21
 : 0.9	-5.7	2.1	3.2	94.8	1.1	1.9	-3.9	-0.6	-0.4

Bioassay records from PubChem.
